High-throughput results deposited in PubChem BioAssay by several laboratories.
Tb hexokinase – Trypanosoma brucei hexokinase 1 inhibitors, primary screen, biochemical, G6PDH-coupled NADH absorbance, MLSCN library; recombinant TbHK1, G6PDH-coupled NADH A340; hexokinase 1 [Trypanosoma brucei]; 220,000 tested, 0.11% active; inhibition, % at 10 µM;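 active = inhibition of 50% or more in the single-dose primary screen; inactive = inhibition below 50%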
Calpain2 inh – inhibitors of pig calpain II, primary screen, biochemical, fluorogenic peptide substrate, 1536-well; inhibition, % at 16 µM; purified calpain II, 30 min; 220,000 tested, 0.37% active;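 active = inhibition above about 50%, limit read from the data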
KCC2 mod – KCC2 cotransporter modulators, thallium flux, primary screen, cell-based, HEK293 KCC2, FluoZin-2 fluorescence, MLSMR | KCC2 cells, thallium flux FluoZin-2 fluorescence | B-score of Tl+ flux slope (higher = more flux/activation; lower = inhibition) at 10 µM | 190,000 tested, 2.2% active | AID 1456, 2008;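 active = thallium flux slope and its plate-corrected score both differing from the plate sample mean at a set confidence after two filtering rounds, in either direction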;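 also: slope of fluorescence scaled to starting intensity during 10 to 20 s after thallium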
TRPML3 agonist – human TRPML3 channel agonists, primary screen, cell-based, HEK293 TRPML3-YFP, Fluo-8 calcium fluorescence, 3 µM. 220,000 tested, 0.29% active. Mucolipin-3 (Homo sapiens), Q8TDD5. activation, % at 3 µM. 100% = the carbachol control signal. AID 1448, 2008;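 active = activation above its plate's cutoff, the mean activation of the plate's test wells plus 3 SD, cut at about 12% in these data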;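 also: 0% = DMSO only wells and 100% = carbachol wells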
Target sequence (Q8TDD5 whole entry, looked up): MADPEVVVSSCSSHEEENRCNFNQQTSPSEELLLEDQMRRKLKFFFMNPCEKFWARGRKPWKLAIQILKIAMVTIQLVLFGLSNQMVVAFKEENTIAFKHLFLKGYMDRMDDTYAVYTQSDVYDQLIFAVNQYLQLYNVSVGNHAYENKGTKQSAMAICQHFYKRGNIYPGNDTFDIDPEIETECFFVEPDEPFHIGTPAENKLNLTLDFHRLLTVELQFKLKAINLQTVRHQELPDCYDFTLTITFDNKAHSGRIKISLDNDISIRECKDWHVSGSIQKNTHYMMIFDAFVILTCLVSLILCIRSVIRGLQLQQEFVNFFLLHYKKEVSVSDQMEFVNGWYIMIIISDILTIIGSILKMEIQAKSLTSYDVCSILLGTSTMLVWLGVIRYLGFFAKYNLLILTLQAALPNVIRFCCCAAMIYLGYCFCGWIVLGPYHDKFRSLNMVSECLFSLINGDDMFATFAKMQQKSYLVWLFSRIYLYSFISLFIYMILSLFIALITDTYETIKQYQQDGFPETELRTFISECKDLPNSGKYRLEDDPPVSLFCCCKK
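Test system – HEK293 line with stable expression of human TRPML3-YFP channel · Control set – carbachol 87 µM final as high control (100%), DMSO as low control (0%) · Signal – Fluo-8 calcium dye fluorescence, ex 470-495, em 515-575 nm · Incubation – 1-h 37 °C dye load, 5-s basal, 120-s post-compound reads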
EBV gp42 block – Epstein-Barr virus gp42 inhibitors, primary screen, biochemical, uHTS, fluorescence polarization; Glycoprotein 42 (Epstein-Barr virus (strain AG876)), Q1HVG2; Fluorescence polarization binding assay, mP read-out; inhibition, % (tested at 21.74 µM); 220,000 tested, 0.42% active; in the data active = inhibition above about 50%
Target sequence (Q1HVG2 whole entry, looked up): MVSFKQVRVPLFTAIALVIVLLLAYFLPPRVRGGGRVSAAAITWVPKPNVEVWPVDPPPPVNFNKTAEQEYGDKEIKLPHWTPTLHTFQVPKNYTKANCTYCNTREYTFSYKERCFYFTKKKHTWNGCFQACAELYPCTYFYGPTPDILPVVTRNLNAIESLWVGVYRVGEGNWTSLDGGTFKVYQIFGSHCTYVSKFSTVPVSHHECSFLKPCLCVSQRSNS
PPC-1+TRAIL kill – compounds killing PPC-1 cancer cells with TRAIL present, primary screen, TRAIL potentiator project, ATPLite luminescence, uHTS | PPC-1 cells + TRAIL, ATPLite viability luminescence | cell killing (% activity), % at 4 µM | 220,000 tested, 0.41% active | AID 1443, 2008;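 active = cell killing above 50% in the first pass at 4 µM, then a duplicate retest at 5 µM averaging 50% or more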;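 also: plate controls were cells with TRAIL plus DMSO for no effect and medium-only wells lacking cells for full effect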
TRPN1 ag – zebrafish TRPN1 channel agonists, primary screen, cell-based, HEK293, calcium fluorescence; AID 1424, 2008; activation, % at 3 µM; 220,000 tested, 0.18% active; transient receptor potential cation channel N1 (TRPN1/NompC), Danio rerio; HEK293 zebrafish TRPN1-YFP, Fluo-8 calcium fluorescence; 100% = response to 87 µM carbachol;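 active = activation above its plate's cutoff, the mean activation of test wells on that plate plus 3 SD, cut at about 19% in these data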;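 also: 0% = DMSO alone and 100% = 87 µM carbachol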
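Control set: carbachol 87 µM as high control, DMSO as low control; system: HEK293 stable line with zebrafish TRPN1-YFP; read-out: % activation versus carbachol response; detection: intracellular calcium fluorescence with Fluo-8; doses: single test compound dose, 3 µM nominal, 0.3% DMSO; schedule: dye 1 h 37 °C plus 30 min RT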
Thrombin inh – human alpha-thrombin inhibitors, primary screen, counter-screen for coagulation protease inhibitor project, biochemical, 1536-well, fluorogenic AMC substrate; Prothrombin (Homo sapiens), P00734; Boc-VPR-AMC fluorogenic substrate cleavage; inhibition, % at 5 µM; 220,000 tested, 0.26% active; AID 1046, 2008;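 active = inhibition at or above 40%; inactive = inhibition below 40%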;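 also: 0% = enzyme with no compound and 100% = wells without enzyme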
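Material: human alpha-thrombin enzyme / Medium: pH 7.5 Tris (50 mM) with NaCl 150 mM, Tween 20 0.05% / Compound: single-point dosing at 5 µM, 0.2% DMSO / Incubation: enzyme reaction carried out at room temperature / Detection: AMC fluorescence, 355/460 nm / Read-out basis: percent inhibition scaled between no-compound controls and no-enzyme blanks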
Furin inh – human furin inhibitors, primary screen, biochemical, fluorescence intensity | inhibition, % at 30 µM | P09958 | 220,000 tested, 0.061% active | purified furin, fluorogenic substrate cleavage; in the data active = inhibition above about 25%; also: inactives centre near -15
Starred values were filed as active, the others as inactive; x = not tested or not shown; [ ] = another dose, or the depositor's remark.

SMILES | Tb hexokinase | Calpain2 inh | KCC2 mod | TRPML3 agonist | EBV gp42 block | PPC-1+TRAIL kill | TRPN1 ag | Thrombin inh | Furin inh
CCOC(=O)c1sc(NC(=O)c2sccc2C)cc1C | -32 | -38 | -1.8 | -0.8 | 14 | 35 | -1.1 | -2 | -10[20 µM]
COc1ccccc1N1C(=O)CSC1=NC(=O)c1ccccc1 | -8 | 6 | -0.25 | -0.6 | -1 | 22 | -1.0 | -10 | -13
Cc1nn(-c2ccccc2)c(N)c1C1(O)C(=O)Nc2ccccc21 (centres undefined) | -4 | 5 | 0.46 | 0.5 | -5 | 0 | 1.6 | -3 | -24
O=C(COC(=O)c1cccc(S(=O)(=O)N2CCN(c3ccc(F)cc3)CC2)c1)NCC1CCCO1 (centres undefined) | -1 | 1 | -0.32 | 3.3 | -12 | -5 | 2.8 | -3 | -23
CCc1cc2cc(C(=O)Nc3ccc(F)cc3)sc2s1 | -7 | -15 | 0.69 | 0.0 | -12 | 12 | 0.4 | 1 | -19[20 µM]
O=C1CCC/C(=N/NC(=O)C2CCN(S(=O)(=O)c3cccs3)CC2)C1 | -3 | -11 | 0.24 | 0.5 | 8 | 14 | 0.0 | -6 | -18
Fc1ccc(-c2nnc3n2CCCCC3)cc1 | -1 | -29 | 0.84 | 0.1 | -1 | -4 | 0.3 | 0 | -22
O=C(O)C1CCCN1S(=O)(=O)c1ccccc1 (centres undefined) | 2 | -17 | -0.0061 | -0.2 | -20 | -15 | 0.2 | 1 | -21[20 µM]
CCOC(=O)C1(Cc2ccccc2)CCN(Cc2ccc(C3CCCCO3)s2)CC1 (centres undefined) | -1 | -4 | 0.0026 | 0.0 | -3 | -8 | -0.5 | 0 | -23
COc1cccc(/C=N/NC(=O)c2cc3c(OC)c(OC)ccc3[nH]2)c1OC | -23 | 35 | -2 | -0.3 | 20 | 9 | 2.8 | 4 | -9
Cc1cc(C)n(-c2ccc(C(=O)NCc3ccc(F)cc3)cc2)n1 | 3 | 9 | -1.9 | 0.2 | -10 | 22 | 0.0 | -4 | -29
CCCOP(=O)(c1ccc(N(C)C)cc1)C(O)c1cccnc1 (centres undefined) | 4 | 0 | 0.84 | 1.4 | -6 | -6 | 1.5 | -6 | -12[20 µM]
O=C(O)CCNS(=O)(=O)c1ccccc1 | -2 | 13 | 0.01 | 0.7 | -8 | -10 | -0.1 | 1 | -26
N/C(Cc1ccc(Cl)cc1)=N\OC(=O)Cc1ccc([N+](=O)[O-])cc1 | 0 | 25 | 0.91 | -1.8 | 12 | -4 | -1.9 | -2 | -16
CNC(=O)CSc1nc(-c2ccccc2)c(-c2ccccc2)o1 | -2 | -7 | 0.64 | -0.4 | 1 | 8 | -2.4 | 17 | -14
COc1cccc(/C=N/NC(=O)C(C)Sc2ccccc2)c1 (centres undefined) | 2 | -17 | -0.46 | -0.1 | 3 | 20 | -1.2 | -12 | -20
COC(=O)C1=C(C)Nc2nnnn2C1c1cc(OC)ccc1OC (centres undefined) | 1 | 3 | 0.66 | 0.6 | -25 | 15 | 0.8 | 2 | -21
O=C1CN(C(=O)CSc2nnc(-c3ccccc3)n2Cc2ccc3c(c2)OCO3)c2ccccc2N1 | 0 | 0 | 0.095 | 0.4 | -12 | -6 | 1.3 | -3 | -16
O=C(CSc1ncccn1)N/N=C/c1ccccc1[N+](=O)[O-] | -11 | 7 | -0.028 | 0.3 | -7 | 11 | 1.8 | -7 | -20
O=C(O)CCSc1nc2ccccc2s1 | -1 | 16 | x | 0.7 | -4 | 20 | -0.6 | -3 | -21[20 µM]

Shown field by field: part of the list above.
O=C(COC(=O)c1cccc(S(=O)(=O)N2CCN(c3ccc(F)cc3)CC2)c1)NCC1CCCO1 (centres undefined)
- Tb hexokinase: -1
- Calpain2 inh: 1
- KCC2 mod: -0.32
- TRPML3 agonist: 3.3
- EBV gp42 block: -12
- PPC-1+TRAIL kill: -5
- TRPN1 ag: 2.8
- Thrombin inh: -3
- Furin inh: -23
CNC(=O)CSc1nc(-c2ccccc2)c(-c2ccccc2)o1
- Tb hexokinase: -2
- Calpain2 inh: -7
- KCC2 mod: 0.64
- TRPML3 agonist: -0.4
- EBV gp42 block: 1
- PPC-1+TRAIL kill: 8
- TRPN1 ag: -2.4
- Thrombin inh: 17
- Furin inh: -14

(list continues)
SMILES | Tb hexokinase | Calpain2 inh | KCC2 mod | TRPML3 agonist | EBV gp42 block | PPC-1+TRAIL kill | TRPN1 ag | Thrombin inh | Furin inh
O=C(CN1C(=O)c2ccccc2C1=O)NCC(=O)OCC(=O)c1ccc(Br)cc1 | 1 | 9 | -1.1 | 0.2 | -20 | 13 | 2.2 | -7 | -24[20 µM]
CCCCNC(=O)C1CCN(c2nc(OC)nc(OC)n2)CC1 | 7 | 0 | -0.44 | -0.2 | -12 | 16 | 0.6 | -2 | 16[20 µM]
COc1cc(C(=O)NCCCNc2nc3cc(C)cc(C)c3cc2C#N)cc(OC)c1OC | -7 | -342 | -0.35 | -0.7 | -18 | 18 | -2.7 | 2 | -6[20 µM]
NS(=O)(=O)c1ccc(CNC(=O)c2scc3c2CCCC3)cc1 | 2 | -18 | 1.3 | 0.8 | 14 | -6 | 0.5 | -17 | -8
O=C(COC(=O)c1cccc(Cl)c1)Nc1cc(Cl)ccc1Oc1ccccc1 | 10 | 26 | -2.2 | 1.1 | 0 | 26 | 3.4 | -7 | -6
C[C@@H](NC(=O)c1nc[nH]c1C(=O)N[C@@H](CCCCNC(=O)OC(C)(C)C)C(=O)OC(C)(C)C)c1ccccc1 | 5 | 61* | -0.79 | -1.3 | -11 | 2 | -0.7 | -2 | -10
Cc1ccc(/C=N/N2CCN(Cc3ccccc3)CC2)s1 | -14 | -3 | -0.53 | 0.3 | -11 | -33 | 0.3 | 4 | -7
CCOC(=O)C1=C(C)Nc2nnnn2C1c1ccc(OC)c(Br)c1 (centres undefined) | 6 | 4 | -0.15 | -0.4 | -4 | -3 | -0.7 | 3 | -11
Cc1ccc(NC(=O)COC(=O)c2cc(Cl)ccc2[N+](=O)[O-])cc1 | 6 | 10 | 0.24 | -0.3 | -4 | 12 | -2.2 | -6 | -24
O=C(O)c1ccccc1C(=O)c1ccc(Oc2ccccc2)cc1 | 5 | -14 | 0.07 | 0.2 | -4 | 28 | 0.6 | 3 | -5
CCS(=O)(=O)N1Cc2ccccc2CC1C(=O)N1CCN(c2ccccc2)CC1 (centres undefined) | 3 | -53 | -0.74 | -0.3 | -2 | 5 | -0.3 | -2 | -14
Cc1nc2sc3c(O)cc(=O)[nH]c3c2c(C)c1C | -11 | -393 | 0.1 | 0.6 | -26 | 5 | -0.7 | 2 | -18[20 µM]
CC(C)OCCCn1c(=S)[nH]c2ncccc2c1=O | -5 | 6 | 13* | 0.4 | -15 | 2 | 1.7 | 4 | -20
O=C(Nc1nnc(SCc2ccc(Cl)cc2)s1)c1cnccn1 | -12 | -42 | 2 | 0.4 | -4 | -3 | 0.1 | -4 | -18
CCOC(=O)NC(NC(=O)OCC)C(=O)c1ccc(F)cc1 | 36 | 14 | 0.021 | 1.4 | -17 | 9 | 1.6 | 4 | -8
Cc1ccc(S(=O)(=O)N2CCN(C(=O)CCC(=O)NCc3ccc(F)cc3)CC2)cc1 | 26 | -14 | 1.2 | -0.1 | 5 | 8 | -3.0 | -12 | -22
Cc1csc2nc(CSc3nncn3-c3ccccc3)c(Br)n12 | 3 | 20 | 1.4 | 0.0 | -22 | 24 | -0.1 | 1 | -3
CCC1CCc2c(sc(NC(=O)CSc3nc(-c4ccco4)cc(C(F)(F)F)n3)c2C#N)C1 (centres undefined) | -25 | -43 | 0.82 | 0.5 | -9 | 1[5 µM] | -0.8 | 6 | -12[20 µM]
COCCCNC(=S)NC(=O)c1ccccc1 | -3 | 1 | 1.2 | 0.0 | -2 | 4 | 1.6 | -3 | -19
CCOc1cc(S(=O)(=O)NCc2ccccn2)c(C)cc1C | -2 | 2 | 0.089 | -0.4 | -14 | 5 | -0.1 | -8 | -6[20 µM]
COc1ccc(NC(=O)N2c3ccccc3C(C)=CC2(C)C)cc1 | 6 | 18 | -0.13 | -0.1 | 0 | 12 | -0.2 | -4 | -10
Cc1ccc(/C=C(\NC(=O)c2ccccc2)C(=O)NCC2CCCO2)o1 (centres undefined) | -40 | -10 | -0.54 | 0.4 | 2 | 29 | 0.1 | -7 | -5
C#CCSc1ncc(S(=O)(=O)c2ccccc2)c(=O)[nH]1 | -5 | -1 | -0.083 | 0.5 | -6 | 17 | -0.4 | -22 | -28
Cc1ccccc1C(=O)O/N=C1\CCS(=O)(=O)c2sccc21 | -10 | -16 | 0.46 | -0.1 | -11 | 21 | -0.2 | -6 | -7[20 µM]
O=C(N/N=C/c1ccc([N+](=O)[O-])o1)c1ccccc1NS(=O)(=O)c1cccs1 | -28 | 18 | x | 0.6 | -1 | 10 | 0.0 | 4 | -16
COc1ccc(Cc2nnc(NC(=O)C(C)(C)C)s2)cc1 | 3 | -18 | -0.57 | 0.5 | -2 | 18 | 0.1 | -9 | -28

Entries from the list above with an aryl methoxy group (9):
SMILES | Tb hexokinase | Calpain2 inh | KCC2 mod | TRPML3 agonist | EBV gp42 block | PPC-1+TRAIL kill | TRPN1 ag | Thrombin inh | Furin inh
COc1ccccc1N1C(=O)CSC1=NC(=O)c1ccccc1 | -8 | 6 | -0.25 | -0.6 | -1 | 22 | -1.0 | -10 | -13
COc1cccc(/C=N/NC(=O)c2cc3c(OC)c(OC)ccc3[nH]2)c1OC | -23 | 35 | -2 | -0.3 | 20 | 9 | 2.8 | 4 | -9
COc1cccc(/C=N/NC(=O)C(C)Sc2ccccc2)c1 (centres undefined) | 2 | -17 | -0.46 | -0.1 | 3 | 20 | -1.2 | -12 | -20
COC(=O)C1=C(C)Nc2nnnn2C1c1cc(OC)ccc1OC (centres undefined) | 1 | 3 | 0.66 | 0.6 | -25 | 15 | 0.8 | 2 | -21
CCCCNC(=O)C1CCN(c2nc(OC)nc(OC)n2)CC1 | 7 | 0 | -0.44 | -0.2 | -12 | 16 | 0.6 | -2 | 16[20 µM]
COc1cc(C(=O)NCCCNc2nc3cc(C)cc(C)c3cc2C#N)cc(OC)c1OC | -7 | -342 | -0.35 | -0.7 | -18 | 18 | -2.7 | 2 | -6[20 µM]
CCOC(=O)C1=C(C)Nc2nnnn2C1c1ccc(OC)c(Br)c1 (centres undefined) | 6 | 4 | -0.15 | -0.4 | -4 | -3 | -0.7 | 3 | -11
COc1ccc(NC(=O)N2c3ccccc3C(C)=CC2(C)C)cc1 | 6 | 18 | -0.13 | -0.1 | 0 | 12 | -0.2 | -4 | -10
COc1ccc(Cc2nnc(NC(=O)C(C)(C)C)s2)cc1 | 3 | -18 | -0.57 | 0.5 | -2 | 18 | 0.1 | -9 | -28
